E-sel inducer = E-selectin induction on HUVECs. P16581. HUVEC E-selectin immunofluorescence imaging; normalized: neutral wells 0, TNF-alpha wells 100. activation, % at 7.58 µM. 260,000 tested, 0.37% active. AID 686992;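 active means mean E-selectin-positive cell signal at least 10% of the positive control, reached in at least 60% of replicates, without over 20% cell loss; inconclusive means no rule given, readout overlaps actives, possibly toxicity-flagged; inactive means the rest, including those meeting only one limit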;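 further: in these data hits start at about 27%; measured in HUVEC primary endothelial cells; signal is the percent of cells scored E-selectin positive by PE staining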
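Test system – human umbilical vein endothelial cells (HUVEC), E-selectin induction · Input – 3,000 HUVEC seeded per well · Buffer or medium – EGM-2, gelatin · Compound dosing – single-point compound dose · Detection – immunofluorescence imaging · Measure – percent E-selectin-positive cells · Controls – TNF-alpha high, DMSO low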
XiGFP reactiv = reactivates the inactive X chromosome in mouse fibroblasts; XiGFP mouse fibroblasts, % GFP-positive cells imaging, 3 d; cells co-treated with 5-aza-dC sensitizer; scaled so ellipticine positive control = 100%; activation, % at 7.58 µM; 360,000 tested, 0.055% active;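 active means mean normalized replicate activation at least 10% and every replicate at or above 10%; inconclusive means only one of the two criteria met; inactive means mean below 10% and not all replicates reach 10%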;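 further: 0% = median of on-plate neutral control wells and 100% = ellipticine 6 µM median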
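System: XiGFP fibroblasts, SV40-immortalized. Medium: DMEM plus 5-aza-dC sensitizer. Doses: single point. Timing: 3 d treatment, 15 min room-temperature fixation. Control set: ellipticine 6 µM.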
esBAF inh = blocks esBAF chromatin remodeling in mouse ES cells; Bmi1-luciferase knock-in reporter, 24 h; 100% = twice the neutral-well signal; 350,000 tested, 2% active; reporter increase, % at 12.5 µM; AID 602393; in the data active means activation above about 40%; inconclusive means no clear call, values can overlap the other calls;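 further: 0% = median of the plate's neutral control wells and 100% = double that signal; a rise in the Bmi1 reporter signal indicates esBAF inhibition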
ERAP1 HTS inh = blocks human ERAP1 aminopeptidase activity; recombinant ERAP1, Leu-AMC fluorescence, 60 min; inhibition, % at 10.7 µM; 340,000 tested, 0.15% active; AID 652197;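 active means mean replicate inhibition of at least 30%, or all replicates individually reaching that 30% level; inactive means mean below 30% and not every replicate reaching it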;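 further: 0% = neutral control wells and 100% = L-leucinethiol positive control wells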
RAD52 inh = blocks human RAD52 DNA annealing. P43351. recombinant RAD52 DNA annealing, FRET fluorescence. inhibition, % at 18.7 µM. 360,000 tested, 0.46% active. AID 651710;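 active means every replicate showing at least 50% inhibition; inconclusive means mean inhibition at least 50% but not in every replicate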
ERp5 block = ERp5 (human) disulfide isomerase inhibition | ERp5 insulin aggregation, absorbance 650 nm, 90 min | AID 651711 | inhibition, % at 9.99 µM | Q15084 | 350,000 tested, 0.05% active;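 active means mean replicate inhibition above about 25%, with every replicate also reaching it, limit read from the data, passing the limit was not always enough; inconclusive means only one of those two criteria met; inactive means neither criterion met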
RAD54 inh = inhibitors of human RAD54 branch migration; Q92698; RAD54 Holliday junction branch migration, FAM/BHQ fluorescence; inhibition, % at 10.4 µM; 360,000 tested, 0.14% active;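 active means mean normalized replicate activity at least 40 and at least half of replicates scoring 40 or more; inconclusive means only one of the two criteria met; inactive means mean below 40 and under half of replicates reaching 40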;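 further: 0% = median of neutral control wells and 100% = median of positive control wells; inhibitors cause a drop in the FAM fluorescence signal; in these data hits start at about 50%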
Target sequence (Q92698 whole entry, looked up): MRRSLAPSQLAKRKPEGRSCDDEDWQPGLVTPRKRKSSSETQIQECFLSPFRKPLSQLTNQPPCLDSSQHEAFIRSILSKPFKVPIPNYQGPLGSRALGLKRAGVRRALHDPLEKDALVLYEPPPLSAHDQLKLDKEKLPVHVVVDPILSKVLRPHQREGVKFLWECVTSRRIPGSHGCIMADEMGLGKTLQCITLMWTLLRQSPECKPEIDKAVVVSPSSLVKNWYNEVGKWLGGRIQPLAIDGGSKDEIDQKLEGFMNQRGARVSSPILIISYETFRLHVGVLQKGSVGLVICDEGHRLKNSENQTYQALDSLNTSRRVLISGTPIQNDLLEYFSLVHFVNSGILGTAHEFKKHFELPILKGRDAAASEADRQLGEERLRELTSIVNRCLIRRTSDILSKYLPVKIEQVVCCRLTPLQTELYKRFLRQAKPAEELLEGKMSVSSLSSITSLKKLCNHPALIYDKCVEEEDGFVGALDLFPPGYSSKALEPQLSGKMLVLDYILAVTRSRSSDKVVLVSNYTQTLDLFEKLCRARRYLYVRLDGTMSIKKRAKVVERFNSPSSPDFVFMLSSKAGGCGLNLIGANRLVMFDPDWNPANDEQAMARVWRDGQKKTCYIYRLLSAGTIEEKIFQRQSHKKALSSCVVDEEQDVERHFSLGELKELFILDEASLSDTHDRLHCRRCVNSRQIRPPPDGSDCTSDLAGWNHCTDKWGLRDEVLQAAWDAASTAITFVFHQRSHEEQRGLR
S100A4 inh HTS = inhibitors of human S100A4 binding to myosin IIA peptide | P26447 | S100A4/TAMRA-MyoIIA peptide fluorescence polarization | inhibition, % at 10.7 µM | 360,000 tested, 0.14% active | AID 652163;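 active means mean inhibition of at least 70% across replicates, with every replicate also reaching that level; inconclusive means mean inhibition reaches 70% but some replicates fall short; inactive means mean inhibition below 70%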
Target sequence (P26447 whole entry, looked up): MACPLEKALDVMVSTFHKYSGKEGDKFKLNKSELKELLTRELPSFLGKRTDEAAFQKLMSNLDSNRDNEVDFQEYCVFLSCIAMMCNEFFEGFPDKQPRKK
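incubation = readout 5 min after mixing, signal stable up to 60 min | system = S100A4 monomer protein | buffer or medium = HEPES pH 7.2 with CaCl2, KCl, NaCl, DTT, Triton | benchmarks = neutral control DMSO, positive control TFP | also added = fluorescent myosin IIA peptide, 5 nM | compound dosing = one concentration per compound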
* hit, by the source's call; u = inconclusive; x = not tested or not shown; & = joins results of further samples.

structure	E-sel inducer	XiGFP reactiv	esBAF inh	ERAP1 HTS inh	RAD52 inh	ERp5 block	RAD54 inh	S100A4 inh HTS
Cc1nn(C)c(C(=O)N2CCN(C(=O)c3ccco3)CC2)c1Br	-0.6	0.0	x	0	-29	u	x	-1
CCCC#Cc1ccc([C@@H]2[C@@H](CO)N3C(=O)CN(C(=O)c4ccccc4)C[C@@H]23)cc1	0.2	0.3	x	4	3	0	x	36
O=C(CC(=O)c1cccc([N+](=O)[O-])c1)Nc1ccccc1Cl	x	0.0	x	-3	7	4	x	-1
COc1ccc(C(=O)COC(=O)c2ccc3c(c2)OCCO3)c(OC)c1	x	0.0	30	1	-41	2	-11	0
COc1ccccc1-c1nnc(SCC(=O)NC2CCS(=O)(=O)C2)n1N (configuration not stated)	-0.1	0.0	-2	2	-1	u	7	-4
COc1ccc(N(CC(=O)NC2CCCC2)C(=O)CCC(=O)Nc2cc(C)on2)cc1OC	x	0.0	0	3	-3	3	-2	3
C[C@@H]1CN([C@@H](C)CO)C(=O)c2cc(Br)cnc2O[C@H]1CN(C)C(=O)c1ccccc1F	0.2&-1.5	-0.1&-0.1	-7&1&2	-1&-3&-1	-3&2&-4	-9&-1&-8	-7&2&7	-3&7&-5
Cc1cc(=O)oc2c(C(=O)c3ccccc3)c(OCC(N)=O)ccc12	x	-0.1	x	-3	7	2	-5	3
CCCNC(=O)N1CC(=O)N2[C@H](C1)[C@@H](c1ccc(C#CCC3CCCC3)cc1)[C@@H]2CO	0.4	0.1	x	-1	7	6	x	9
CC(Oc1cccc(Cl)c1)C(=O)N(C)CC(=O)Nc1ccc(N2CCOCC2)cc1 (configuration not stated)	x	0.0	x	3	-5	5	x	-4
CC(C)Oc1cccc(C(=O)C2CCCN(C(=O)c3cc(C(F)(F)F)[nH]n3)C2)c1 (configuration not stated)	x	0.3	9	1	-8	0	-2	3
O=C(NC1CCCC1)c1cccc2c1C(=O)c1ccc(N3CCCCC3)cc1S2(=O)=O	-0.2	-0.2	50*	1	-360	-3	-30	-6
Cc1ccc(C(=O)COC(=O)[C@@H](NC(=O)c2ccco2)C(C)C)s1	-0.1	0.0	-2	0	-22	3	-3	-1
O=C(COC(=O)c1ccc([N+](=O)[O-])s1)c1ccc[nH]1	x	-0.2	0	-2	-14	-13	-10	2
CC1CCN(C(=S)c2cccc(O)c2)CC1	1.9	0.1	x	-4	-7	3	4	-14
O=C(COC(=O)C1(c2ccccc2F)CCCC1)N1CCNC1=O	-6.7	-0.1	-1	0	2	2	-5	1
Cc1noc(C)c1NC(=O)N(C)C[C@@H]1Oc2ccc(NS(=O)(=O)c3cn(C)cn3)cc2C(=O)N([C@@H](C)CO)C[C@H]1C	-2.1	0.2	6	0	0	2	10	3
CN(CC(=O)Nc1ccccc1Cl)C(=O)c1ccc(COc2ccccc2)cc1	x	0.3	20	4	-12	0	-5	0
COc1cccc(S(=O)(=O)N[C@@H]2CC[C@H](CC(=O)NCc3ccc(Cl)cc3)O[C@H]2CO)c1	-0.2	-0.1	9	-1	-1	3	-2	24
O=C(c1ccc(S(=O)(=O)N2CCCC2)cc1)N1CCN(c2cccc(Cl)c2)CC1	-0.1	0.4	14	-1	-15	7	10	-2
O=C(COc1ccccc1)Nc1ccc2[nH]ncc2c1	x	0.1	-1	1	-8	-2	-1	-2
CCCNC(=O)N1CC2(CN(C(=O)C3CCCC3)C2)c2c([nH]c3cc(OC)ccc23)[C@@H]1CO	-0.2	0.7	x	2	12	-7	x	16
N#C[C@H]1[C@H](c2ccccc2-c2ccc(F)cc2)[C@@H](CO)N1C(=O)NC1CCCC1	0.0	0.3	x	4	-1	-5	x	-10
COc1ccc2nc(-c3ccc(F)cc3)sc2c1	0.6	-0.1	-70	0	-1	1	9	-4
C[C@@H]1CN([C@@H](C)CO)C(=O)c2cc(-c3cccc(C#N)c3)cnc2O[C@H]1CN(C)C(=O)c1cnccn1	-0.6	-0.5	1	x	-13	-1	1	-13
O=C(Cc1cccnc1)N1[C@@H]2CNc3ccccc3[C@@H]2[C@@H]1CO	-0.3	0.0	2	-2	-9	-3	-4	1
COc1cc(/C=C2/C(=N)N3N=C(CC(=O)N4CCOCC4)SC3=NC2=O)ccc1OCc1ccc(F)cc1	x	0.0	48*	-2	-47	10	3	-7
C[C@@H]1CN([C@H](C)CO)S(=O)(=O)c2ccc(Br)cc2O[C@@H]1CN(C)Cc1cncnc1	0.0	0.0	-1	-1	8	-1	2	6
CCn1c(SC2CCOC2=O)nnc1-c1ccc(Cl)cc1 (configuration not stated)	x	0.0	x	0	1	-5	x	2
COc1ccc(S(=O)(=O)N2CCCC2CNC(=O)C(=O)NCc2ccc(C)cc2)cc1 (configuration not stated)	-1.2	-0.2	3	-2	-20	8	-12	-5
CCS(=O)(=O)N1[C@H](CO)[C@H](c2ccc(C#Cc3ccccc3F)cc2)[C@@H]1C#N	0.0	-0.1	1	2	7	1	-4	-1
COc1ccc(-c2noc(N3CCC(C(=O)Nc4cccc(OC)c4)CC3)n2)cc1	x	-0.1	-28	5	-10	14	-13	-5
Cc1ccccc1-c1nc(CS(=O)(=O)CC(=O)N2CCOCC2)c(C)o1	x	0.3	-7	0	-9	-4	5	5
Cc1cccc(NC(=O)CCC(=O)N/N=C/c2ccc(O)cc2O)c1	x	0.0	2	4	-12	2	-21	0
C[C@@H]1CN([C@@H](C)CO)C(=O)c2cc(NC(=O)Nc3cccc4ccccc34)ccc2O[C@H]1CN(C)C(=O)NC1CCCCC1	0.1	-0.2	-2	-1	11	-2	5	-10
N#Cc1ccc(C23CC4(C2)[C@H](CN(Cc2ccc(-c5ccccc5)cc2)[C@@H]4c2ccccc2)C3c2ccc(C(F)(F)F)cc2)cc1 (some centres not stated)	0.0	0.1	x	2	-64	-1	x	-3
O=C(COC(=O)COc1ccc(Cl)cc1Cl)NC1CC1	x	0.2	-8	-2	-6	1	-4	-4
C=C(C)c1cccc(C(C)(C)NC(=O)Nc2ccc(OC)nc2)c1	-0.1	0.3	-5	2	-24	4	5	-5
CCCC[n+]1ccn(-c2nc3ccccc3nc2[N-]S(=O)(=O)c2cccs2)c1	1.7	0.1	-27	5	-11	-3	94*	-24
Cn1c(SCC(=O)NNC(=S)Nc2ccccc2)nnc1-c1ccccc1	-0.5	0.2	8	-1	-8	4	-3	-3
Cc1ccc(S(=O)(=O)/N=C(\N)c2ccc(Cl)cc2)cc1	x	0.0	5	1	-6	1	-10	2
O=C(Cc1cc(=O)[nH][nH]1)N/N=C/c1cccc(Cl)c1Cl	-0.2&-0.1	0.0&0.2	x	6&1	-25&-15	-6&-7	x	0&-5
O=C(c1ccco1)N1CCN=C1SCc1cccc(F)c1	x	0.1	7	x	-2	4	-9	-18
Cn1c(=O)c(=O)n(C)c2cc(S(=O)(=O)N3CCCC3C(=O)NCc3cccnc3)ccc21 (configuration not stated)	-0.3	-0.2	-8	0	-6	4	2	5
CCOC(=O)CNS(=O)(=O)c1ccc(C)cc1	-0.4	0.0	x	0	-10	-1	x	0
O=C(NC(CC(=O)N1CCN(c2ccccc2)CC1)c1ccccc1)c1ccccc1Cl (configuration not stated)	x	0.3	x	-2	-24	-8	x	-3
O=C(NC1CC1)C1=C[C@@H](c2c[nH]c3ccccc23)C[C@@H](OCCCCO)O1	0.4	0.0	3	3	-9	-3	-10	-6
Cc1ccc(-c2csc(NC3OC(=O)c4ccccc43)n2)cc1 (configuration not stated)	x	0.2	9	-2	-2	1	5	31
COC(=O)C1=C(C)N(CCc2cc(OC)c(OC)c(OC)c2)C(=O)N[C@H]1c1ccccc1	0.1	0.4	3	x	-2	-1	3	-3
C/C(=N\NC(=O)c1ccc(CN(C)S(=O)(=O)c2ccc(C)cc2)cc1)c1ccc(OC(F)F)cc1	2.0	0.0	x	2	-9	0	x	3
C/C(=N/NC(=S)Nc1ccccc1)c1ccc2c(c1)OCO2	x	0.0	x	-1	-22	-3	x	7
O=C(CN1CCN(C(=O)CNC(=O)c2ccc3c(c2)OCO3)CC1)Nc1ccccc1Cl	1.8	0.7	-6	0	-14	-6	3	-4
CN(C)S(=O)(=O)c1cccc(NC(=O)c2n[nH]c(=O)c3ccccc23)c1	4.9	0.1	x	-2	-5	-1	x	6
C[C@@H]1CN([C@@H](C)CO)S(=O)(=O)c2ccc(-c3ccccc3)cc2O[C@H]1CN(C)Cc1ccncc1	0.1	-0.7	-7	1	5	9	2	0
COC(=O)c1sc(NC(=S)NC(=O)c2ccccc2C)nc1C	x	0.0	x	-3	-34	2	x	-6
CNc1ccc(SC#N)cc1	3.1	0.0	x	0	0	-4	x	2
O=C(Nc1ccc(C(=O)O)cc1)Nc1cccc2ccccc12	2.3	0.1	3	-35	-21	11	-2	-6
O=C(C[C@@H]1CC[C@@H](NC(=O)Nc2ccc(F)cc2)[C@@H](CO)O1)NCCN1CCCC1	-0.1	0.1	-1	-7	1	-3	13	-3
COc1ccc(-c2nc(C=O)cs2)cc1	0.9	0.0	x	2	-12	-1	4	1
CCc1cc(=O)[nH]c(SCC(=O)N2CCC(Cc3ccccc3)CC2)n1	-0.8	-0.1	-3	-1	-7	13	1	0

Already shown: 5 of the compounds above.
structure	E-sel inducer	XiGFP reactiv	esBAF inh	ERAP1 HTS inh	RAD52 inh	ERp5 block	RAD54 inh	S100A4 inh HTS
Cc1nn(C)c(C(=O)N2CCN(C(=O)c3ccco3)CC2)c1Br	-0.6	0.0	x	0	-29	u	x	-1
CCCC#Cc1ccc([C@@H]2[C@@H](CO)N3C(=O)CN(C(=O)c4ccccc4)C[C@@H]23)cc1	0.2	0.3	x	4	3	0	x	36
O=C(CC(=O)c1cccc([N+](=O)[O-])c1)Nc1ccccc1Cl	x	0.0	x	-3	7	4	x	-1
COc1ccc(C(=O)COC(=O)c2ccc3c(c2)OCCO3)c(OC)c1	x	0.0	30	1	-41	2	-11	0
COc1ccccc1-c1nnc(SCC(=O)NC2CCS(=O)(=O)C2)n1N (configuration not stated)	-0.1	0.0	-2	2	-1	u	7	-4
